D1 antag: Antagonist of Human D 1 Dopamine Receptor: qHTS; HEK293 TREx D1 cells, calcium flux, dopamine EC80; active compounds read low; 360,000 tested, 3.2% active; activity change, negative = inhibition, % at 10 µM; D(1A) dopamine receptor (Homo sapiens), P21728; AID 504652, 2011; in the data active = activity change below about -30%; note: % is set by controls: 0 for no effect and ±100 for the full control effect
Target sequence (P21728 whole entry, looked up): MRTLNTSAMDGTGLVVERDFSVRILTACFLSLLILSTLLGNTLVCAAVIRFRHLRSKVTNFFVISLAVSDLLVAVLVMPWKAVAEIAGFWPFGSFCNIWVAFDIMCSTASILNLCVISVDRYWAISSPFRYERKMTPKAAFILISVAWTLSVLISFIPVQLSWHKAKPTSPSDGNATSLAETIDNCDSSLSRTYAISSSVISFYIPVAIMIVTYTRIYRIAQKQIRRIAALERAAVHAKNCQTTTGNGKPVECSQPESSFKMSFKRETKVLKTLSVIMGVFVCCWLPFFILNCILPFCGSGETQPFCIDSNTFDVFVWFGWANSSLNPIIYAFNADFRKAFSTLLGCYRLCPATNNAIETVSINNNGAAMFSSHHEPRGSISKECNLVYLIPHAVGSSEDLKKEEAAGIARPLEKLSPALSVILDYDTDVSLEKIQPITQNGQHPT
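Tetracycline-induced HEK293 T-REx cells with force-coupled D1 receptor were loaded with a no-wash calcium dye. Compound was added after a 10 s baseline and read kinetically for 180 s; EC80 dopamine was then added and calcium flux followed another 180 s.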
D1 ag: Allosteric Agonists of the Human D1 Dopamine Receptor: qHTS. 360,000 tested, 1% active. AID 504660, 2011. HEK293 T-REx D1 cells, calcium flux, agonist mode. activation, % at 2 µM. D(1A) dopamine receptor (Homo sapiens), P21728; in the data active = activation above about 30%; note: 0% is about no effect
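Agonism was scored from calcium flux recorded over 180 s (1 read/s) after pintool compound addition, following a 10-cycle baseline. Cells were inducible force-coupled HEK293 TREx D1, plated overnight at 30 C and loaded with no-wash calcium dye.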
RXFP1 antag: qHTS Assay for Antagonists of the Relaxin Receptor RXFP1; Relaxin receptor 1 (Homo sapiens), Q9HBX9; HEK293-RXFP1, relaxin-stimulated cAMP HTRF, 30 min; active compounds read low; activity change, negative = inhibition, % at 57.5 µM; 350,000 tested, 0.59% active;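 active = activity change of -60% or lower, but not beyond a set lower limit; inconclusive = change between -60% and -40%, or beyond the set limit; inactive = change above -40%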; note: % is set by controls: 0 for no effect and ±100 for the full control effect
D1 potentiator: Potentiators of Human D1 Dopamine Receptor: qHTS. potentiation, % at 10 µM. 360,000 tested, 0.036% active. D(1A) dopamine receptor (Homo sapiens), P21728. HEK293 TREx D1 cells, calcium flux, dopamine EC20 potentiation; in the data active = potentiation above about 30%; note: 0% is about no effect
* = called active by the depositor; ? = inconclusive; / = not tested or not shown; & = joins results of further samples; ! = not active in a repeat.

Screens by letter: A = D1 antag; B = D1 ag; C = RXFP1 antag; D = D1 potentiator
1) CN(C)[C@@H]1C(=O)C(C(N)=O)=C(O)[C@@]2(O)C(=O)C3=C(O)c4c(O)cccc4C[C@H]3C[C@@H]12
  A = /; B = /; C = -6; D = /

2) CCN(CC)c1ccc(C(=C2C=CC(=[N+](CC)CC)C=C2)c2cc(S(=O)(=O)O)ccc2S(=O)(=O)[O-])cc1
  A = /; B = /; C = ?; D = /

3) CC(=O)c1ccc(O)c(C(N)=O)c1
  A = /; B = /; C = -18; D = /

4) CC[C@@H]([C@H](C)O)n1ncn(-c2ccc(N3CCN(c4ccc(OC[C@@H]5CO[C@@](Cn6cncn6)(c6ccc(F)cc6F)C5)cc4)CC3)cc2)c1=O
  A = /; B = /; C = -20; D = /

5) CCC(CN)=C(c1ccccc1)c1ccccc1
  A = /; B = /; C = -17; D = /

6) O=C(O)c1ccc(OCCN2CCCCC2)cc1
  A = /; B = /; C = 6; D = /

7) CC(=O)OCC(=O)[C@@]12N=C(C)O[C@@H]1C[C@H]1[C@@H]3CCC4=CC(=O)C=C[C@]4(C)[C@H]3[C@@H](O)C[C@@]12C
  A = /; B = /; C = 1; D = /

8) CC(C)OC(=O)c1cc2c(OCC(O)CNC(C)(C)C)cccc2[nH]1 (stereo unspecified)
  A = /; B = /; C = 13; D = /

9) CC(C)(C)c1cc(C=O)cc(C(C)(C)C)c1O
  A = /; B = /; C = -20; D = /

10) Nc1ccc2c(c1)CN1C(=O)c3ccccc3C1=N2
  A = /; B = /; C = -15; D = /

11) Cn1c2cc(C=O)sc2c2cnn(Cc3ccccc3F)c(=O)c21
  A = 10; B = 0; C = /; D = 1

12) O=S(=O)(c1ccc2c(c1)OCO2)N1CCN(S(=O)(=O)c2c(F)cccc2F)CC1
  A = -18; B = 0; C = /; D = -7

13) O=S(=O)(c1ccc2c(c1)OCCO2)N1CCN(S(=O)(=O)c2ccccc2F)CC1
  A = -7; B = 3; C = /; D = 18

14) COc1cccc(Nc2nc(C#N)nc(NC3CCCC3)n2)c1
  A = -33*; B = 5; C = /; D = 0

15) N#Cc1nc(Nc2ccc(Br)cc2)nc(NC2CCCC2)n1
  A = -29; B = 7; C = /; D = -4

16) N#Cc1nc(NC2CCCC2)c2ncn(-c3cc(F)cc(F)c3)c2n1
  A = 5; B = 0; C = /; D = -2

17) COc1ccc(OC)c(S(=O)(=O)N2CCN(S(=O)(=O)c3ccc4c(c3)OCCO4)CC2)c1
  A = 12; B = 0; C = /; D = -6

18) Cc1cc2c(s1)c1cnn(Cc3ccc(C(C)C)cc3)c(=O)c1n2C
  A = 2; B = 4; C = /; D = -5

19) Cc1cc2c(s1)c1cnn(Cc3ccc4ccccc4c3)c(=O)c1n2C
  A = -2; B = 4; C = /; D = -5

20) Cc1cc2c(s1)c1cnn(Cc3c(F)ccc(Cl)c3F)c(=O)c1n2C
  A = 6; B = 8; C = /; D = -1

21) O=C1C(F)N([S+](=O)([O-])c2ccc3c(c2)OCCO3)CCN1[S+](=O)([O-])c1c(F)cccc1F (stereo unspecified)
  A = -5; B = 0; C = /; D = 5

22) N#Cc1nc(NCC(F)F)c2ncn(-c3cccc(Cl)c3)c2n1
  A = -49*; B = 0; C = /; D = -1

23) O=C(Cc1nnc(-c2cc3ccccc3[nH]2)o1)Nc1cc(C(F)(F)F)ccc1Cl
  A = 5; B = 1; C = /; D = -4

24) COc1ccccc1NC(=O)c1ccc2ccccc2c1
  A = -4; B = 11; C = /; D = 1

25) O=C(O)c1cccc(S(=O)(=O)N2CCN(S(=O)(=O)c3ccc4c(c3)OCCO4)CC2)c1
  A = -11; B = 0; C = /; D = 14

26) CCC(=O)NC(c1ccc(F)cc1)c1cc(Cl)c2cccnc2c1O (stereo unspecified)
  A = -7; B = 8; C = /; D = 6

27) COc1cc(NC(=O)C(OC(=O)CNC(=O)c2ccccc2)c2ccccc2)cc(C(F)(F)F)c1 (stereo unspecified)
  A = -8; B = 7; C = /; D = 4

28) Cn1nnnc1Sc1ncnc2scc(-c3ccccc3[N+](=O)[O-])c12
  A = 0; B = 2; C = /; D = 10

29) O=Cc1nc(Nc2cc(F)cc(F)c2)nc(NC2CCCC2)n1
  A = -6; B = 2; C = /; D = 12

30) Cc1cc2c(s1)c1cnn(Cc3ccc(Cl)cc3)c(=O)c1n2C
  A = -9; B = 4; C = /; D = -5

31) Cn1c2ccsc2c2cnn(Cc3ccccc3F)c(=O)c21
  A = -29&-16; B = 1&1; C = /; D = -3&2

32) C=Cc1nc(Nc2cc(F)cc(F)c2)nc(NC2CCCC2)n1
  A = -10; B = 0; C = /; D = -10

33) O=c1c2[nH]c3cc(Br)sc3c2cnn1Cc1ccccc1F
  A = 6; B = 2; C = /; D = 3

34) N#Cc1c(Cl)cccc1Oc1ccc([S+](=O)([O-])N2CCN([S+](=O)([O-])c3c(F)cccc3F)CC2)cc1
  A = -16; B = 1; C = /; D = -5

35) O=C(N1CCc2ccc(S(=O)(=O)N3CCN(S(=O)(=O)c4ccc5c(c4)OCCO5)CC3)cc2C1)C(F)(F)F
  A = -19; B = 2; C = /; D = -5

36) CN1CCOc2cc(S(=O)(=O)N3CCN(S(=O)(=O)c4c(F)cccc4F)CC3)cnc21
  A = 2; B = 2; C = /; D = -2

37) N#CN1CCC(NS(=O)(=O)c2ccc(F)cc2)CC1
  A = -7; B = -1; C = /; D = 8

38) O=C(Cn1cc(CNC(=O)c2ccccc2)nn1)Nc1cc(C(F)(F)F)ccc1Cl
  A = -2; B = -1; C = /; D = 1

39) COc1ccc(C(F)(F)F)cc1NC(=O)C(OC(=O)CNC(=O)c1ccccc1)c1ccccc1 (stereo unspecified)
  A = 9; B = 8; C = /; D = -7

40) O=S(=O)(c1ccc2c(c1)OCCO2)N1CCN(S(=O)(=O)c2ccc3nc(Cl)c(Cl)nc3c2)CC1
  A = -20; B = 4; C = /; D = 5

Limited to D1 potentiator, RXFP1 antag and D1 antag, for some of the entries so far:
nr | structure | D1 potentiator | RXFP1 antag | D1 antag
39 | COc1ccc(C(F)(F)F)cc1NC(=O)C(OC(=O)CNC(=O)c1ccccc1)c1ccccc1 (stereo unspecified) | -7 | / | 9
40 | O=S(=O)(c1ccc2c(c1)OCCO2)N1CCN(S(=O)(=O)c2ccc3nc(Cl)c(Cl)nc3c2)CC1 | 5 | / | -20

(continued)
Screens by letter: A = D1 antag; B = D1 ag; C = RXFP1 antag; D = D1 potentiator
41) CCC(=O)NC(c1ccc2c(c1)OCO2)c1cc(Cl)c2cccnc2c1O (stereo unspecified)
  A = -7; B = 8; C = /; D = 8

42) Cn1nnnc1Sc1ncnc2scc(-c3cccc(C#N)c3)c12
  A = -1; B = 1; C = /; D = -3

43) Cn1nnnc1Sc1ncnc2scc(-c3ccc(S(C)(=O)=O)cc3)c12
  A = -3; B = 7; C = /; D = 2

44) COc1cccc(C(=O)NC2CCN(C#N)CC2)c1
  A = 4; B = 0; C = /; D = -7

45) COc1cccc(NC(=O)C(OC(=O)CNC(=O)c2ccccc2)c2ccccc2)c1 (stereo unspecified)
  A = 19; B = -1; C = /; D = 7

46) COc1ccc(NC(=O)C(OC(=O)CNC(=O)c2ccccc2)c2ccccc2)cc1Cl (stereo unspecified)
  A = 12; B = 3; C = /; D = 3

47) Cc1cc2c(s1)c1cnn(Cc3cc(Cl)ccc3F)c(=O)c1n2C
  A = -12; B = 0; C = /; D = 0

48) O=C(Cc1nnc(-c2cc3ccccc3[nH]2)s1)Nc1cc(C(F)(F)F)ccc1Cl
  A = -34*!; B = 3&2; C = /; D = 1&2

49) Cc1ccc(Cn2ncc3c4sc(C)cc4n(C)c3c2=O)cc1
  A = -9; B = 1; C = /; D = -7

50) Nc1c(-c2ccccc2)cc[nH]c1=O
  A = -5; B = 6; C = /; D = 0

51) CC(C)(C)OC(=O)Cc1nnc(CNC(=O)c2ccccc2)s1
  A = -6; B = 2; C = /; D = 0

52) Fc1cc(F)cc(Nc2nc(NC3CCCC3)nc(C3CO3)n2)c1 (stereo unspecified)
  A = -37*; B = 74*; C = /; D = -7

53) N#Cc1ccc(S(=O)(=O)N2CCN(S(=O)(=O)c3ccc4c(c3)OCCO4)CC2)cc1
  A = -12; B = 0; C = /; D = -6

54) O=C(CNC(=O)c1ccccc1)N[C@H](C(=O)Nc1cc(C(F)(F)F)ccc1Cl)c1ccccc1
  A = 7&-16; B = 4&2; C = /; D = -2&-6

55) Cc1ccc(-c2csc3ncnc(Sc4nnnn4C)c23)cc1
  A = -13; B = 1; C = /; D = -7

56) O=c1[nH]c2ccc(S(=O)(=O)N3CCN(S(=O)(=O)c4c(F)cccc4F)CC3)cc2[nH]c1=O
  A = 5; B = 2; C = /; D = -7

57) CN(C)c1ccc(-c2cc[nH]c(=O)c2N)cc1
  A = 12; B = 0; C = /; D = 5

58) O=C(N1CCc2cc([S+](=O)([O-])N3CCN([S+](=O)([O-])c4c(F)cccc4F)CC3)ccc2C1)C(F)(F)F
  A = 1; B = 2; C = /; D = 2

59) CCCc1cc(F)c(S(=O)(=O)N2CCN(S(=O)(=O)c3ccc4c(c3)OCCO4)CC2)cc1F
  A = 6; B = 4; C = /; D = 6

60) Cc1cc2c(s1)c1cnn(Cc3ccc(S(C)(=O)=O)cc3)c(=O)c1n2C
  A = -2; B = 7; C = /; D = 13

61) Cn1c2cc(Br)sc2c2cnn(Cc3ccccc3F)c(=O)c21
  A = 3&-7; B = 0&0; C = /; D = 8&8

62) COc1cc(NC(=O)C(OC(=O)CNC(=O)c2ccccc2)c2ccccc2)c(OC)cc1Cl (stereo unspecified)
  A = 3; B = 1; C = /; D = -1

63) CC(C)(C)OC(=O)Cc1nnc(-c2nc3ccccc3[nH]2)s1
  A = 2; B = 7; C = /; D = 24

Of the compounds above, these have a cyano group:
Screens by letter: A = D1 antag; B = D1 ag; C = RXFP1 antag; D = D1 potentiator
14) COc1cccc(Nc2nc(C#N)nc(NC3CCCC3)n2)c1
  A = -33*; B = 5; C = /; D = 0

15) N#Cc1nc(Nc2ccc(Br)cc2)nc(NC2CCCC2)n1
  A = -29; B = 7; C = /; D = -4

16) N#Cc1nc(NC2CCCC2)c2ncn(-c3cc(F)cc(F)c3)c2n1
  A = 5; B = 0; C = /; D = -2

22) N#Cc1nc(NCC(F)F)c2ncn(-c3cccc(Cl)c3)c2n1
  A = -49*; B = 0; C = /; D = -1

34) N#Cc1c(Cl)cccc1Oc1ccc([S+](=O)([O-])N2CCN([S+](=O)([O-])c3c(F)cccc3F)CC2)cc1
  A = -16; B = 1; C = /; D = -5

37) N#CN1CCC(NS(=O)(=O)c2ccc(F)cc2)CC1
  A = -7; B = -1; C = /; D = 8

42) Cn1nnnc1Sc1ncnc2scc(-c3cccc(C#N)c3)c12
  A = -1; B = 1; C = /; D = -3

44) COc1cccc(C(=O)NC2CCN(C#N)CC2)c1
  A = 4; B = 0; C = /; D = -7

53) N#Cc1ccc(S(=O)(=O)N2CCN(S(=O)(=O)c3ccc4c(c3)OCCO4)CC2)cc1
  A = -12; B = 0; C = /; D = -6

Bioassay records: PubChem BioAssay, National Center for Advancing Translational Sciences (NCATS)

A portion of the library; count on the stated rates, not on these rows.
